Source: PubChem (several laboratories)
HIV RNase H inh: blocks HIV-1 RNase H cleavage of RNA/DNA duplex; P04585; RT-RNase H RNA/DNA duplex cleavage, fluorescence; inhibition, % at 10 µM; 65,000 tested, 1.9% active; AID 565; in the data active = inhibition above about 50%
RmlC RmlD mix: mixture blocks RmlC and RmlD coupled enzyme activity | RmlC/RmlD coupled enzyme inhibition, 384-well mixture HTS | inhibition, % at 5.5 µM | 110,000 tested, 0.39% active; in the data active = inhibition above about 30%, passing the limit was not always enough; also: strong numbers were not always called active
An asterisk follows results filed as active; · = no result given. Some of the compounds tested. The share of hits here may be higher or lower than overall.

molecule	HIV RNase H inh	RmlC RmlD mix
COc1cccc(NC(=O)Nc2ccc3nsnc3c2)c1	·	-24.1
O=C(CC1Oc2ccccc2NC1=O)NCc1ccccc1 (centres undefined)	-13.9	-8.9
COc1ccccc1CCNC(=O)c1ccc(C)o1	-54.8	9.2
c1ccc2c(N3CCCCCC3)nc(-c3ccncc3)nc2c1	·	-2.4
CC1(C)Cc2c(sc3ncnc(N)c23)CO1	-0.7	-3.3
O=C(CSc1n[nH]c(C2CCCC2)n1)NC1CCCC1	-1.7	-0.6
Cc1oc(-c2cccc(Cl)c2)nc1CN1CCC(C(=O)NCC2CCCO2)CC1 (centres undefined)	-11.6	-44.5
COC(=O)c1ccc(NC(=O)CN2CCN(c3ccccc3)CC2)cc1	2.2	10.1
Cc1sc2ncnc(NCC(c3ccco3)N3CCCC3)c2c1C (centres undefined)	·	-21.3
O=C(NCCCN1CCN(c2cccc(Cl)c2)CC1)c1ccc(N2CCCC2=O)cc1	0.9	·
Cc1cc(C)n(-c2ccc(C(=O)OCC(=O)c3ccc(Br)s3)cc2)n1	2.6	-7.5
N#Cc1nc(Cc2cccc3ccccc23)oc1NCc1ccco1	-32.4	17.0
COc1ccc(O)c(C(=O)CC(=O)c2ccccc2)c1	14.2	6.6
Cc1nc(N2CCC(C)CC2)c2nnn(Cc3ccccc3)c2n1	·	-7.5
CN(C)CC(=O)Nc1cc(C(F)(F)F)ccc1Cl	-7.5	11.4
Cc1cc2cc(CNC(=O)CCC(=O)O)ccc2[nH]1	-0.6	6.1
O=c1oc2ccccc2c(NC(c2ccccc2)c2ccccc2)c1[N+](=O)[O-]	·	-4.9
CC(C)(C)[C@H]1C=C(C(N)=O)O[C@@H](OCc2ccc(CO)cc2)C1	·	7.7
O=S1(=O)CC(O)C(NCc2cccnc2)C1 (centres undefined)	-0.6	-11.5
O=C(NCC1CCCCC1)C1CCN(C(=O)NC2CCCCC2)CC1	-3.3	11.4
Cc1ccc(S(=O)(=O)N(CCC#N)CCN2CCCC2)cc1	0.1	-20.6
Cn1cnnc1SCc1ccc(C(=O)n2ncc(C#N)c2N)cc1	-7.0	2.4
COc1ccc(OC)c(S(=O)(=O)NC(C)(C)C)c1	·	-0.7
O=C(CN1CCOCC1)Nc1c(-c2ccccc2)c2cc(Br)ccc2[nH]c1=O	9.9	5.4
CC1Oc2ccccc2N(CC(=O)N2CCc3ccccc32)C1=O (centres undefined)	-1.7	9.3
COc1ccc(C(=O)n2nc(C)cc2C)cc1Br	-11.8	-23.9
COC(=O)c1ccc2c(c1)SC1=C(CCCC1=O)N2	-1.1	-11.2
O=C(NCC(=O)N(c1ccccc1)C(C(=O)NC1CCCCC1)c1ccncc1)c1ccco1 (centres undefined)	6.6	6.0
CNC(=O)C1(CC(C)C)C=CCN1C(C)=O (centres undefined)	·	4.3
COc1ccc(NS(=O)(=O)c2ccc(SC)cc2)cc1	-5.6	-6.7
O=C(CCCOc1ccccc1)Nc1ccc2c(c1)OCCO2	-3.0	-7.5
CCN(CCCNC(=O)CCn1c(=O)[nH]c2ccccc2c1=O)c1cccc(C)c1	11.8	-12.9
COc1ccc(-n2nc3cc(C)c(NC(=O)CC(C)C)cc3n2)cc1	65.2*	-9.3
COc1ccc2c(c1)c1nnc(SCC(=O)N3CCCCC3C)nc1n2C (centres undefined)	-12.0	14.7
O=C(NCCN1CCN(c2ccccc2)CC1)c1cccc(Br)c1	-11.1	6.2
CCOCC(=O)Nc1nc2ccc(OC)cc2s1	-8.7	-13.4
Cc1ccc(NC2SC(=O)N(CC(=O)O)C2=O)cc1 (centres undefined)	·	-13.3
O=C(NCCN1CCCC1)c1ccc(Cn2c(=S)[nH]c3cc4c(cc3c2=O)OCO4)cc1	8.5	-14.6
Cc1cc(Nc2ccccc2)nn1C(=O)c1ccccc1	-30.2	-12.3
COc1ccc(C(CC(=O)c2ccc(O)cc2)S(=O)(=O)c2ccc(C)cc2)cc1 (centres undefined)	·	13.7
COC(=O)C1CCN(C(=O)c2ccc(SC)cc2OC)CC1	-8.4	-11.4
C1CCC(CNc2c3c(nc4nnnn24)CCCC3)CC1	0.2	-111.4
COc1ccc(C(C(=O)NC2CCCC2)N(C(=O)c2ccoc2C)c2ccc(C)cc2)cc1 (centres undefined)	·	43.5
S=c1[nH]cc(-c2ccccc2)n1-c1ccccc1	·	-11.3
COc1ccccc1NC(=O)CN1CCC(n2nnc3cc(F)ccc32)CC1	-8.2	-11.2
O=C(O)c1ccc(COCC(F)(F)C(F)F)o1	-7.7	-6.9
Cc1csc(-c2cnn(-c3ccccc3)c2NC(=O)c2cccc(F)c2)n1	·	6.5
CCNC(=O)N1C(=O)C2(OCCO2)c2cc(Br)ccc21	-4.4	6.9
N=c1ccn(Cc2ccc(Cl)c(Cl)c2)cc1	1.3	-9.6
C=CCn1c(=NC(=O)C2CCCCC2)sc2cc(NC(C)=O)ccc21	·	-26.3
CC1(OC(=O)CCc2ccccc2)C(=O)C=C2C=C(c3ccc(C#N)cc3)N(CCc3ccccn3)C=C2C1=O (centres undefined)	·	3.9
O=C(O)CCCNS(=O)(=O)c1ccc(Br)s1	-0.5	-134.8
CN(C)N1C(N)=C(C#N)C(c2cccnc2)C2=C1CC(C)(C)CC2=O (centres undefined)	·	-2.0
Cn1cnc2c1c(=O)[nH]c(=O)n2C	1.8	·
Cc1cccc(NC(=O)CCOc2ccccc2)c1	·	11.6
COc1ccc(C)cc1S(=O)(=O)NC1CCCC1	-21.1	7.7

Sorted by length of the SMILES (falling): some entries from above.
molecule	HIV RNase H inh	RmlC RmlD mix
CC1(OC(=O)CCc2ccccc2)C(=O)C=C2C=C(c3ccc(C#N)cc3)N(CCc3ccccn3)C=C2C1=O (centres undefined)	·	3.9
COc1ccc(C(C(=O)NC2CCCC2)N(C(=O)c2ccoc2C)c2ccc(C)cc2)cc1 (centres undefined)	·	43.5
COc1ccc(C(CC(=O)c2ccc(O)cc2)S(=O)(=O)c2ccc(C)cc2)cc1 (centres undefined)	·	13.7
CN(C)N1C(N)=C(C#N)C(c2cccnc2)C2=C1CC(C)(C)CC2=O (centres undefined)	·	-2.0
Cc1csc(-c2cnn(-c3ccccc3)c2NC(=O)c2cccc(F)c2)n1	·	6.5
COc1ccccc1NC(=O)CN1CCC(n2nnc3cc(F)ccc32)CC1	-8.2	-11.2
CCNC(=O)N1C(=O)C2(OCCO2)c2cc(Br)ccc21	-4.4	6.9
COC(=O)C1CCN(C(=O)c2ccc(SC)cc2OC)CC1	-8.4	-11.4
C1CCC(CNc2c3c(nc4nnnn24)CCCC3)CC1	0.2	-111.4
S=c1[nH]cc(-c2ccccc2)n1-c1ccccc1	·	-11.3
O=C(O)CCCNS(=O)(=O)c1ccc(Br)s1	-0.5	-134.8
N=c1ccn(Cc2ccc(Cl)c(Cl)c2)cc1	1.3	-9.6
Cc1cccc(NC(=O)CCOc2ccccc2)c1	·	11.6
Cn1cnc2c1c(=O)[nH]c(=O)n2C	1.8	·

Later entries
molecule	HIV RNase H inh	RmlC RmlD mix
COc1ccccc1-c1nc(-c2ccncc2)no1	-36.0	14.9
O=C(NCc1ccco1)N1c2ccccc2Sc2ccccc21	-54.8	-5.1
O=c1ccccn1Cc1c(Cl)cccc1Cl	·	21.6
CCCC1CCc2c(sc(NC(=O)c3cccs3)c2C(N)=O)C1 (centres undefined)	·	-119.5
CN(C)[C@@H](CO)c1nnc([C@H](Cc2ccc(O)cc2)NC(=O)C2CCNCC2)o1	·	-18.4
CC(C)CN1CCC(C(=O)NCC2CCCO2)CC1 (centres undefined)	·	9.2
CCOCc1nnc(NC(=O)CSCc2ccccc2)s1	1.2	-10.0
CC(C)(C)C(=O)NC1CCN(S(=O)(=O)c2cccc(C(F)(F)F)c2)CC1	5.1	1.6

New compounds follow:
smiles | HIV RNase H inh | RmlC RmlD mix
COc1cc(C(=O)Nc2cccc(-c3nc4cc(C)cc(C)c4o3)c2)cc(OC)c1OC | 18.0 | -14.0
N#Cc1c(/N=C/c2ccccc2)oc(-c2ccccc2)c1-c1ccccc1 | · | 6.2
COCCNC(=O)CN1C(=O)CSc2cc(S(=O)(=O)N3CCCCCC3)ccc21 | -7.4 | 10.6
COc1ccc(Cc2nnc(N)s2)cc1OC | · | 5.9
COC(=O)c1c(NC(=O)CSc2nnnn2C)sc(C)c1C | -26.4 | 5.9
CSc1nnc(NC(=O)c2cc3ccccc3oc2=O)s1 | -5.1 | 2.9
NC(=O)C(c1ncc(C(F)(F)F)cc1Cl)c1c(Cl)cccc1Cl (centres undefined) | · | 12.5
COC(=O)c1ccccc1COn1c(=O)c[n+]([O-])c2ccccc21 | -12.0 | 12.0
Cc1cnc(C(=O)Nc2ccc(C(=O)N3CCCCC3)cc2)cn1 | · | 2.3
COc1ccc(CNS(=O)(=O)c2ccc3oc(C(=O)O)c(C)c3c2)cc1 | -3.5 | 5.4
Cn1c(=O)c2c(nc(N3CCC(C(N)=O)CC3)n2CCSc2nc3ccccc3s2)n(C)c1=O | -2.4 | ·
CCOc1ccc(-c2nnc(N3CCCCC3)c3ccccc23)cc1 | · | -14.1
O=C(c1cccc(Cl)c1)N1CCN(Cc2ccncc2)CC1 | 0.4 | -13.5
COc1ccc2c(c1)Cc1sc(NC(=O)c3cccs3)nc1-2 | 31.4 | -10.0
O=C(NCc1ccccc1)NS(=O)(=O)c1ccccc1Cl | 0.0 | -2.8
Cc1[nH]c2ccccc2c1C(=O)/C=C/c1ccccc1 | · | 11.5
O=C(CSC1=NCCS1)Nc1nc2ccccc2s1 | · | 12.9
C=CCN1C=C2C(=O)C(C)(OC(=O)c3cccs3)C(=O)C=C2C=C1CCCC(=O)OC (centres undefined) | · | 9.8
Cc1cc(C(=O)Nc2c(C)nn(Cc3ccccc3)c2C)on1 | · | 5.0
Clc1cccc(Cc2nn[nH]n2)c1 | · | 7.6
Nc1nc(Nc2ccccc2Br)nc(C(F)(F)F)n1 | -56.2 | 2.1
CCc1cc(C(=O)Cc2nc3ccccc3[nH]2)c(O)cc1O | -1.0 | -16.2
CCOc1ccc(NC(=O)Nc2cc(C)on2)cc1 | 2.6 | 3.4
CCCCOC(=O)CSC1=C(C#N)C(c2ccccc2OCC)C(C#N)C(=O)N1 (centres undefined) | -2.1 | -10.3
CCCC(=O)NC(c1ccco1)c1c(O)ccc2ccccc12 (centres undefined) | · | 8.7
COc1ccccc1CNC(=O)CSCc1cnn(-c2ccccc2)c1-n1cccc1 | · | 1.0
O=S(=O)(c1cccs1)N1CCCc2ccccc21 | -86.7 | 6.0
COc1ccc(NC(=O)C(=O)N2N=C(C(C)C)CC2(O)C(F)(F)F)cc1 (centres undefined) | · | 0.1
COc1cc(C(=O)Nc2ccc(S(=O)(=O)Nc3nccc(C)n3)cc2)cc(OC)c1OC | · | 5.3
COC(=O)c1ccc(CSc2nc3c(c(=O)n2-c2ccc(Br)cc2)SCC3)o1 | · | -2.1
O=C(NC1CCCCC1)c1cccc(S(=O)(=O)N2CCOCC2)c1 | -3.6 | -6.2
COc1ccccc1Cc1noc(COc2cccc(C)c2C)n1 | -3.8 | 5.1
CSc1ccc(C#N)cc1NC(=O)c1ccc(Cl)cc1Cl | · | 8.4
COC(=O)Nc1snnc1C | · | -13.1
CCC(=O)c1cc2c(cc1NC(=O)c1cccs1)OCCO2 | -14.8 | 3.9
CC(C)(C)OC(=O)N1CCCC1C(=O)O (centres undefined) | -11.4 | -11.5
COc1ccccc1-n1cnc(N)c1C(C)=O | -2.2 | 12.3
Cc1nc2ccc(NC(=S)NC(C)C)cc2nc1C | · | 15.6
COc1cc(/C=N/NC(N)=S)ccc1OCC(=O)Nc1ccc(C)cc1 | · | 5.8
CCn1c(=O)c(C(C)=O)nc2ccccc21 | -2.1 | 11.5
Cc1c(NC(=O)Nc2ccc(Cl)cc2)c(=O)n(-c2ccccc2)n1C | 1.0 | 7.7
CCN1CCC(O)(c2ccccc2)C(C(=O)c2ccccc2)C1 (centres undefined) | · | 16.0
COc1ccc(Nc2ncc(C(=O)O)c3ccccc23)cc1 | · | 9.7
O=C(CCCCCCN1C(=O)c2ccccc2C1=O)N1CCC(c2ccccc2)C1 (centres undefined) | · | 1.4
Cc1ccc(N(C(=O)CCC(=O)Nc2cc(C)on2)C(C(=O)NC2CCCC2)c2cccs2)cc1 (centres undefined) | · | 10.7
CCCN1C(=O)SC(CC(=O)Nc2cccc3ccccc23)C1=O (centres undefined) | · | 2.4
CN1CCN(c2nc3c(c(=O)[nH]c(=O)n3C)n2CCSc2ncccn2)CC1 | -3.1 | ·
Cc1ccc([N+](=O)[O-])cc1N/C=C/C(=O)c1ccco1 | · | -8.3
C=C1N2CCC(CC2)C1(O)c1ccccc1C (centres undefined) | 0.8 | 0.2
Cc1ccc2[nH]c(=O)c(-c3nc4ccccn4c3NCc3ccco3)cc2c1 | · | 14.7
Cc1ncc2c(c1OC(=O)c1ccc([N+](=O)[O-])cc1)COC(C)(C)OC2 | · | 14.3
Cc1ccc(C)c(NC(=O)Cn2nc(C(F)(F)F)cc2C2CC2)c1 | · | -10.8
Cc1ccc(SCc2[nH]nc3c2C(c2ccco2)C(C#N)=C(N)O3)cc1 (centres undefined) | -13.8 | -5.0
COC(=O)C1=C(C)N(C)C(C)=C(C(=O)OC)C1c1ccccn1 | -11.5 | -0.1
CCOc1ccc(-c2n[nH]c(C)c2Oc2ccc(OC)cc2)c(O)c1 | 5.5 | -9.7
Cn1c(=O)[nH]c(=O)c2c1nc(N1CCCCC1)n2CCSc1ncccn1 | -8.1 | ·
